PAFAH1B3 inh: inhibitors of human PAFAH1B3. inhibition, % at 3.39 µM. 340,000 compounds, 0.28% hits. Q15102. recombinant PAFAH1B3, FP-rhodamine probe, fluorescence polarization;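 active = inhibition above the screen-wide average of all tested compounds plus 3 SD, cut at about 25% in these data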;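 note: 0% = enzyme with DMSO only and 100% = wells lacking PAFAH1B3 protein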
Target sequence (Q15102 whole entry, looked up): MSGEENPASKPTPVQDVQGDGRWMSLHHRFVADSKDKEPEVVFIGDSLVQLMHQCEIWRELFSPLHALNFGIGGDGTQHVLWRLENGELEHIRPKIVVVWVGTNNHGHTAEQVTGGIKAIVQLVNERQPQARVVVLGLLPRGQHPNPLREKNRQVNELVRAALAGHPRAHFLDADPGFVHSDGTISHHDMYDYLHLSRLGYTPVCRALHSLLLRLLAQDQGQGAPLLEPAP
pPAFAH FP inh: inhibitors of human plasma PAF acetylhydrolase (pPAFAH). 330,000 compounds, 1.5% hits. inhibition, % at 3.39 µM. recombinant pPAFAH, FP-rhodamine probe fluorescence polarization. AID 463082. Q13093;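 active = inhibition above the mean inhibition across the screen plus 3 SD, cut at about 25% in these data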;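 note: inhibitors block binding of the rhodamine activity-based probe so polarization drops; 0% = enzyme with DMSO and 100% = wells lacking pPAFAH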
LYPLA1 counter: LYPLA1 (human) inhibition in PME1 counter-screen | O75608 | recombinant LYPLA1, FP-Rh probe fluorescence polarization | inhibition, % at 5.9 µM | 320,000 compounds, 0.16% hits;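 active = inhibition above the mean of all tested compounds plus 3 SD, set per campaign, cut at about 14% in these data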;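 note: inhibitors block serine hydrolase probe labeling of LYPLA1 so polarization falls; 0% = enzyme with DMSO and 100% = wells lacking LYPLA1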
ZTA counter: blocks Epstein-Barr virus ZTA, an EBNA-1 counter-screen; 320,000 compounds, 0.15% hits; ZTA-DNA binding, fluorescence polarization; inhibition, % at 11 µM; in the data active = inhibition above about 33%
Target sequence (P03206 whole entry, looked up): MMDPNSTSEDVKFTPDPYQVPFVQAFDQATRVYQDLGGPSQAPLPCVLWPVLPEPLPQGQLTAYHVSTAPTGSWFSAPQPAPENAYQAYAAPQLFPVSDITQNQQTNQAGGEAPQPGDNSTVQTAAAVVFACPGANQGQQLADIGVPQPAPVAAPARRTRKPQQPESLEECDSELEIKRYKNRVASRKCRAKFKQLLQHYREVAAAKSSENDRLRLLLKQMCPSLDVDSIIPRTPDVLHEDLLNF
PAFAH2 inh: inhibitors of human PAFAH2; recombinant PAFAH2, FP-rhodamine activity probe, fluorescence polarization; inhibition, % at 3.39 µM; 340,000 compounds, 0.99% hits;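 active = inhibition above the mean over all tested compounds plus 3 SD, cut at about 30% in these data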;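 note: inhibitors block probe labeling of enzyme so polarization drops; 0% = enzyme with DMSO and 100% = wells lacking PAFAH2 protein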
LYPLA2 inh: counter-screen for PME1 inhibitors: inhibitors of human LYPLA2; AID 2177; O95372; recombinant LYPLA2, FP-Rh probe fluorescence polarization; 320,000 compounds, 0.38% hits; inhibition, % at 5.9 µM;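 active = inhibition above the screen-wide mean plus 3 SD, limit set per campaign, cut at about 26% in these data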;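 note: 0% = LYPLA2 with DMSO and 100% = wells lacking LYPLA2 enzyme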
Target sequence (O95372 whole entry, looked up): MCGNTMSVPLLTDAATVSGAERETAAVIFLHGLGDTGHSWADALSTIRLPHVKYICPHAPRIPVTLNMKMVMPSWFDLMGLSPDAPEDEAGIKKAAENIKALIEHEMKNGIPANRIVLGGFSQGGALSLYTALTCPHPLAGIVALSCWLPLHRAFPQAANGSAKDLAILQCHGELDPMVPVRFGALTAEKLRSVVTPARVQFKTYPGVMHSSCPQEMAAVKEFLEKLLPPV
EBNA-1 inh: blocks EBNA-1 binding to DNA; EBNA-1 DNA binding, fluorescence polarization; inhibition, % at 14.8 µM; 300,000 compounds, 0.34% hits; AID 1950; in the data active = inhibition above about 28%
PREPL inh: human PREPL enzyme inhibition. recombinant PREPL, fluorescence polarization activity-based probe. 320,000 compounds, 0.68% hits. inhibition, % at 5.96 µM. Q4J6C6; in the data active = inhibition above about 43%;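 note: 0% = enzyme with DMSO and 100% = wells lacking enzyme; many of its hits are not listed in these tables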
PAFAH1B2 inh: PAFAH1B2 (human) inhibition; P68402; recombinant PAFAH1B2, FP-rhodamine activity probe, fluorescence polarization; 340,000 compounds, 1.2% hits; inhibition, % at 3.39 µM;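 active = inhibition above the mean of all tested compounds plus 3 SD, cut at about 24% in these data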;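 note: 0% = enzyme with DMSO and 100% = wells lacking PAFAH1B2; many of its hits are not listed in these tables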
Target sequence (P68402 whole entry, looked up): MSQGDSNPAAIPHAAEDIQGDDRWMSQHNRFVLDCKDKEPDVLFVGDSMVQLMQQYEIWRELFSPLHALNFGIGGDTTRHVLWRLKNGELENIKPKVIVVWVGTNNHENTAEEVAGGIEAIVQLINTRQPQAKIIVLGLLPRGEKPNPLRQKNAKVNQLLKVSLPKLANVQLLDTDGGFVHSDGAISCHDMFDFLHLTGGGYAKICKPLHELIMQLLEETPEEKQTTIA
* = called active by the depositor; x = not tested or not shown.

SMILES	PAFAH1B3 inh	pPAFAH FP inh	LYPLA1 counter	ZTA counter	PAFAH2 inh	LYPLA2 inh	EBNA-1 inh	PREPL inh	PAFAH1B2 inh
CCOC(=O)c1c(-c2ccc(C)c(C)c2)csc1NC(=O)C1CC=CCC1C(=O)O (configuration not stated)	-3	41*	-1	9	18	4	-13	-2	2
O=S(=O)(CCN1C=CC(C(F)(F)F)=NCC1)c1ccc(Cl)cc1Cl	7	3	0	-14	3	-2	-4	-10	4
O=C(O)c1ccccc1-c1csc(-c2ccccc2)n1	11	1	-3	10	-6	-6	13	-2	0
CC(C)NS(=O)(=O)c1ccc(OCC(=O)NC(C)c2ccccc2)cc1 (configuration not stated)	16	2	-2	-9	-3	-1	-6	10	-1
CCOc1ccccc1N1CCN(C(=O)NCc2ccc(C)cc2)CC1	0	1	-4	-2	2	0	-3	11	3
COc1cccc(/C=C2\SC(=S)N(CCCC(=O)Nc3cc(C)on3)C2=O)c1	-2	3	0	4	-15	1	7	2	-11
CNc1ncc(C(=O)C(C)(C)C)s1	4	-1	0	14	-1	-2	5	-4	3
COc1ccc(-n2nc3c(c2NC(=O)c2cc4ccccc4o2)CS(=O)(=O)C3)cc1	4	2	-2	-1	2	0	10	-16	4
CSc1cccc(NC(=O)CN(c2ccccc2)S(=O)(=O)N(C)C)c1	-3	6	1	4	-6	4	3	-24	2
CSc1cccc(NC(=O)CN(C2CCCCC2)S(C)(=O)=O)c1	10	-3	0	-2	8	2	2	7	1
Cc1ccc(C)c(N2CCN(C(=O)Cn3cccc3)CC2)c1	3	1	-1	-3	1	7	2	6	6
Cc1sc(NC(=O)Cc2ccc3c(c2)OCO3)nc1-c1ccc2c(c1)CCN2C(=O)c1ccccc1F	-14	6	-15	3	-20	-24	13	19	-6
O=S(=O)(Nc1cccc2ccccc12)c1cccs1	5	9	-5	14	1	-6	0	-17	0
CCOC(=O)C(NC(=O)NCc1cccc(C(F)(F)F)c1)(OCC)C(F)(F)F (configuration not stated)	5	0	1	9	0	7	-7	15	3
Cn1nnnc1SCc1c(F)cccc1F	-4	3	0	-14	-13	1	-3	10	-1
O=C(NC(=S)Nc1c(Cl)ccc2nsnc12)c1ccco1	7	-4	4	-12	-2	5	2	11	-1
COc1ccc2nc(-c3ccccn3)[nH]c2c1	6	-3	2	-3	2	4	3	18	1
COc1ccc(S(=O)(=O)N2CCOC23CCN(C(=O)c2ccccc2OC)CC3)cc1	-4	1	1	-21	7	4	-8	5	4
CCCN1CCN(c2ncnc3c2nnn3Cc2ccccc2)CC1	10	0	5	22	-6	0	-4	4	1
COc1ccc(CCC(=O)NC(C)c2ccccc2)cc1OC (configuration not stated)	5	3	2	-2	7	9	-4	8	-1
N#CNC(=Nc1cccc(F)c1)SCc1ccccc1	6	-1	0	-8	-4	-3	3	4	-1
CCc1nnc(NC(=O)CSc2nnc(-c3ccco3)n2C)s1	4	2	0	-11	-6	3	-5	12	4
c1ccc2c3c(cc(N4CCOCC4)c2c1)OC1(N2CCOCC2)CCCCC1O3 (configuration not stated)	-7	6	-2	-7	-5	-2	0	2	-1
Cc1cc(C)c(C#N)c(Nc2ccccc2Cl)n1	14	-1	3	-7	6	-1	3	0	2
O=C(CSc1nc(C2CCCCC2)nc2ccccc12)N1CCCC1	5	-1	5	-15	-1	7	7	17	4
CC(CCc1ccccc1)NC(=O)C1CCC1 (configuration not stated)	5	4	0	12	0	3	-6	0	9
Cc1ccc(NC(=O)C2C3C=CC(O3)C2C(=O)O)c(C)c1 (configuration not stated)	3	9	3	5	-1	8	-5	-5	-1
CC1(C)CCC[C@]2(C)C(CS(=O)c3ccccc3)=C(C=O)CC[C@@H]12 (some centres not stated)	-1	4	2	6	-3	-1	2	-4	11
CCOC(=O)N1CCN(CC(=O)Nc2cccc(Br)c2)CC1	6	-2	-6	17	-1	-3	4	4	-1
CC1=C(C(=O)OCc2ccccc2)C(c2ccc([N+](=O)[O-])cc2)NC(=O)N1CCCC(=O)O (configuration not stated)	4	9	4	2	-3	2	9	0	14
COc1ccc([C@H]2CC(=O)C=C(/C=C/c3ccccc3)C2)cc1OC	12	2	0	4	-6	10	x	-24	3
Cn1ccc(NC(=O)c2ccc([N+](=O)[O-])cc2)n1	-1	4	1	-12	-1	2	x	-3	2
O=C(O)c1ccccc1/C=N/NC(=S)NC1CCCCC1	9	0	-1	-2	20	2	6	2	4
Cn1nc(C(=O)OCC(=O)NCCc2ccccc2)c2ccccc2c1=O	7	5	3	6	0	0	-2	5	-2
C=CCC(C(=O)OC)(C(=O)OC)c1ccccc1[N+](=O)[O-]	-3	5	-2	8	-6	-1	6	0	3
COc1ccc(NS(=O)(=O)c2ccc3c(c2)oc(=O)n3C)c(OC)c1	9	-2	0	-4	1	0	3	0	2
C=CCOc1nc(-c2ccccc2Cl)nc2ccccc12	6	4	-1	-4	7	-3	-6	6	4
CS(=O)(=O)c1ccc([C@@H](O)[C@@H](CO)NC(=O)C(Cl)Cl)cc1	-1	3	-4	-5	2	2	3	-2	-9
CC(C)=CCN1CCNC(=O)C1CC(=O)NCc1nc(C)c(C)s1 (configuration not stated)	9	2	1	1	3	3	-1	3	8
O=C(Nc1ccc(OC(=O)c2ccco2)cc1)c1ccco1	8	3	2	9	-9	2	0	15	-1
COc1cccc(NC(=O)Nc2cc(C(=O)NC(C)C)ccc2N2CC3CC(C2)c2cccc(=O)n2C3)c1 (configuration not stated)	3	74*	1	10	21	0	18	11	4
Cc1ccc(C)n1NC(=O)c1ccccc1[N+](=O)[O-]	-2	-5	-3	1	8	-10	-12	-2	1
Cc1cc(C(=O)COC(=O)c2nccnc2N)c(C)n1C	7	4	0	-1	5	3	1	-1	-5
CCOc1ccc(NC(=O)CSc2nc(N)c(-c3ccccc3)c(=O)[nH]2)cc1	3	-3	-2	13	8	-4	6	5	7
Nn1c(=O)[nH]c2ccccc2c1=O	-2	-4	1	4	0	-1	-6	5	2
COc1ccc(C(=O)NC(CCSC)C(=O)NC2CC2)cc1 (configuration not stated)	4	-1	4	-1	-3	7	x	12	5
Cc1csc(SCC(=O)NC23CC4CC(CC(C4)C2)C3)n1	-7	1	0	-7	5	-2	-1	-6	4
CCN(c1ccc(NC(=O)c2cccc(S(=O)(=O)N3CCN(C)CC3)c2)cc1)C(C)C	2	4	0	-7	4	12	-5	22	-2

Entries of single compounds, looked up by structure. Screens in order: PAFAH1B3 inh, pPAFAH FP inh, LYPLA1 counter, ZTA counter, PAFAH2 inh, LYPLA2 inh, EBNA-1 inh, PREPL inh, PAFAH1B2 inh
COc1cccc(NC(=O)Nc2cc(C(=O)NC(C)C)ccc2N2CC3CC(C2)c2cccc(=O)n2C3)c1 (configuration not stated) across the screens: 3, 74*, 1, 10, 21, 0, 18, 11, 4
Nn1c(=O)[nH]c2ccccc2c1=O across the screens: -2, -4, 1, 4, 0, -1, -6, 5, 2
Cc1csc(SCC(=O)NC23CC4CC(CC(C4)C2)C3)n1 across the screens: -7, 1, 0, -7, 5, -2, -1, -6, 4
C=CCOc1nc(-c2ccccc2Cl)nc2ccccc12 across the screens: 6, 4, -1, -4, 7, -3, -6, 6, 4

Following part:
SMILES	PAFAH1B3 inh	pPAFAH FP inh	LYPLA1 counter	ZTA counter	PAFAH2 inh	LYPLA2 inh	EBNA-1 inh	PREPL inh	PAFAH1B2 inh
CCC1CCCCN1C(=O)Cn1nc([N+](=O)[O-])c(Cl)c1C (configuration not stated)	1	1	2	-3	10	24	2	10	7
COCCn1c(SCC(=O)N2CCc3ccccc3C2)nc2cc(Cl)ccc2c1=O	-15	2	3	10	-1	5	2	19	1
CC(=O)NC1C(=O)N(CCN2CCOCC2)c2ccc(Br)cc21 (configuration not stated)	8	0	3	-2	-8	3	5	-3	-1
CCOc1ccc(OCC(=O)NCc2n[nH]c(=O)c3ccccc23)cc1	3	6	3	-8	0	4	-1	-5	6
CCn1c(CNC(=O)c2ccc(OC)c(OC)c2)nnc1SCC(=O)c1ccc(OC)cc1	-2	3	-1	5	5	-1	-2	2	4
COc1ccccc1CNC(=O)CN1c2cccc3cccc(c23)S1(=O)=O	8	31*	-2	1	8	4	x	6	3
CCOc1ccc(NC(=O)CSc2nnc(Cn3cnc4ccccc43)n2C)cc1	9	-1	1	-1	5	5	0	-5	4
COC(=O)c1ccc(CNC(=O)Cn2cnc3c(NCc4ccccc4)ncnc32)cc1	9	-1	x	x	3	x	x	x	6
COc1cccc(CNC(=O)COC(=O)c2c(C)nn(-c3ccccc3)c2Cl)c1	3	11	-3	-5	10	-8	x	-9	3
Fc1ccc(-c2nc3ccccn3c2NCc2ccc3c(c2)OCO3)cc1	10	7	1	-2	6	7	4	5	4
Cc1cc(C(=O)CN2C(=O)C(=O)N(CC(C)C)C2=O)c(C)n1C1CC1	-2	1	0	16	1	0	x	1	-3
Cc1ccc(NC(=O)COC(=O)c2ccc(-n3cccn3)cc2)cc1C	-6	4	-1	-3	11	3	x	-6	-4
CCN(CC)S(=O)(=O)c1ccc(C(=O)NCC(=O)NC2CC2)cc1	6	0	3	16	7	-6	12	6	4
Cc1ccc(-c2c[nH]c(=S)n2-c2ccccc2F)cc1	14	6	-3	2	3	2	6	9	9
COc1cccc(Cn2nnc(C(=O)NCc3ccc4c(c3)OCO4)c2N)c1	2	3	-1	0	3	0	10	-1	-1
CC(C)CC(C(=O)O)N1C(=O)[C@@H]2[C@H](C1=O)[C@@H]1C[C@H]2C(Br)C1Br (some centres not stated)	4	-5	-4	-22	12	-9	-7	-9	13
O=C(Nc1ccc(NC(=O)C2CC2)nc1)c1ccncc1	4	-7	0	-7	-1	1	0	3	4
COC(=O)c1ccc(Nc2cc(C)nc3nc(C)nn23)cc1	4	4	6	-3	6	6	-14	8	-1
COc1ccc(OC)c(NC(=O)c2nnn(CC(=O)Nc3ccc4c(c3)OCO4)c2N)c1	-4	5	-10	-3	1	-10	-15	9	1
CCCCN(C)CCNC(=O)CCn1nc(-c2ccc(C)cc2)ccc1=O	-1	6	5	-10	3	2	2	3	-1
COC(=O)C1=C(C)N(Cc2ccco2)C(=O)N[C@H]1c1ccccc1	x	2	2	-3	x	-3	-6	1	x
O=C(CCCCC(=O)NNC(=O)COc1ccccc1)NNC(=O)COc1ccccc1	3	5	-1	-7	11	1	5	7	6
Cc1ccc(C)c(OCCC(=O)OCC(=O)NC2CCCC2)c1	0	21	3	1	5	9	1	-2	2
O=C(CSc1nnc(-c2cccnc2)n1Cc1ccco1)c1ccc2ccccc2c1	3	8	-9	3	5	0	-8	4	5
c1cncc(CNc2ncnc3sc4c(c23)CCC4)c1	6	2	-4	-2	1	-4	-9	5	3
CCC(C)(C)NC(=O)/C=C/c1cnc2ccccc2n1	4	2	-1	-11	5	6	-11	6	6
CCCc1c(C)nc2ccc(OC)cc2c1SCCC(=O)O	7	-2	0	-8	0	4	1	2	8
CSc1cccc(NC(=O)C(C)NS(=O)(=O)c2ccc(F)cc2)c1 (configuration not stated)	-2	7	0	-13	10	5	-3	6	2
Clc1ccc(-c2nn3cnnc3s2)c(Cl)c1	1	6	-1	4	-10	-5	6	8	6
COc1ccc(Cl)cc1NC(=O)CN(C)C(=O)/C=C/c1ccco1	6	0	x	x	3	x	x	11	1
CCN(CC)CCOC(=O)c1c(C)n(C)c2ccc(OC)cc12	5	6	4	-1	-5	5	-6	13	7
C/C(=N/NC(=O)c1nnn(-c2nonc2N)c1-c1ccccc1)c1ccc2c(c1)OCO2	0	-7	0	6	1	-8	0	-4	1
COC(=O)Cc1coc2cc(OC)ccc12	25	4	2	-26	5	7	x	6	-6

This is a subset; count on the stated rates, not on these rows.
